From PubChem
p53ts 39C tox: qHTS Screen for Compounds that Selectively Target Cancer Cells with p53 Mutations: Cytotoxicity of p53ts Cells at the Nonpermissive Temperature | AID 902, 2007 | H1299-p53A138V viability at 39C, ATP luminescence, 24 h | hit rate 1.5% among 130,000 | Potency, µM (top dose mostly 46.1 µM), without a hit: at the highest dose activity change, negative = cell killing, hits mostly cytotoxic; further: nearly all actives have a fitted effect of over 55% in size
Peg3 imprint: qHTS Assay for Compounds that Induce Erasure of Genomic Imprints. Potency, µM (titrated, usually from 60.7 µM), without a hit: at the top dose activity change, positive = activation, usual class: activators. hit rate 0.02% among 110,000. AID 1948, 2009. mouse ES Peg3-LacZ reporter, beta-gal luminescence, 40 h;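 further: 0% = negative control wells on the plate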
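Gelatin-coated wells received 300 freshly trypsinized female ES cells with a Peg3LacZ-Neo reporter on the maternal allele, then incubated 40 hours at 37C. BetaGlo was added for 5 minutes at room temperature before a single luminescence read.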
p53ts 32C tox: qHTS Screen for Compounds that Selectively Target Cancer Cells with p53 Mutations: Cytotoxicity of p53ts Cells at the Permissive Temperature | H1299-p53A138V at 32C, ATP luminescence viability, 24 h | Potency, µM (titrated, usually from 46.1 µM), for the others: at the top dose activity change, negative = cytotoxicity, hits mostly cytotoxic | hit rate 0.93% among 130,000;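 further: 0% = DMSO and -100% = full killing by reference compound; nearly all actives have a fitted effect of over 55% in size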
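ATP-content luminescence (ATPlite) read-out after 24 h compound exposure at 32C in H1299-p53A138V cells (600/well). Tested up to 46 uM. Normalized to DMSO (0%) and 100 uM tamoxifen (100% killing); Hill-fit AC50.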
IkB signaling: IkB Signaling; ABC-DLBCL IkBa-CBG/CBR dual luciferase ratio, 4 h; response scale: scaled: untreated 0%, proteasome inhibitor 100%; Potency, µM (titrated, usually from 57.1 µM), inactives show at the top dose IkBa stabilization activation; hit rate 0.04% among 110,000; active means well fitted curve in the direction sought with a large enough effect in the signal ratio, not every such curve was filed as active; inconclusive means small, poorly fitted or top-dose-only effect, or a change in a side signal; the % refers to the signal ratio;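 further: the direction sought is a rising ratio; 0% = basal untreated cells and 100% = reference inhibitor full response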
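Curves were fitted separately to fusion (green), unfused (red) and ratio luminescence, then classed by r2, magnitude and activity. Cells: OCI-Ly3, 4 h compound plus doxycycline at 37C; 10 uM MG-132 defined full response.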
* hit, by the source's call; ? = inconclusive; . = not tested or not shown; [ ] = another dose, or the depositor's remark. Unless noted, the call rests on the fitted dose curve; in most records, active means well fitted curve in the direction sought with a large enough effect; inconclusive means small, poorly fitted or top-dose-only effect, or another doubt; inactive means no such curve, though single readings can be large; an effect the other way counts as inactive or inconclusive. Unless noted, on the % scale 0 is the no-effect control and ±100 the full control effect; potency means the concentration at half of the fitted maximal effect. The order is random; overall some 1.8% were active at least once.

cpd	Structure	p53ts 39C tox	Peg3 imprint
1	COc1ccc(C(c2nnnn2Cc2ccc(F)cc2)N2CCN(c3ccc(OC)cc3)CC2)cc1 (stereo not drawn)	-6%	-13%
2	O=C(Nc1ccccc1Cl)c1cc(S(=O)(=O)N2CCC3(CC2)OCCO3)ccc1F	-30%	11%[10.9 µM]
3	CC(C)(C)C(=O)OC1=CN(Cc2ccccc2)S(=O)(=O)c2ccccc21	-8%	-7%[10.9 µM]
4	O=C(Nc1ccc2nc(SCC(=O)N3CCc4ccccc43)sc2c1)c1ccccc1	-6%	-21%[10.9 µM]
5	CC(C)C1=C[C@@]23CC[C@@H]4[C@](C)(CCC[C@@]4(C)C(=O)O)[C@@H]2C[C@@H]1[C@@H](C(=O)O)[C@@H]3C(=O)O	8%[9.22 µM]	-2%[10.9 µM]
6	COc1ccc2cc(CCNC(=O)C3CC3)c(=O)[nH]c2c1	-8%	-12%
7	COc1ccc(N2CCN(C(=O)c3oc4ccccc4c3NC(=O)c3ccccc3OC)CC2)cc1	-17%	5%[10.9 µM]
8	CC(=O)c1ccc(NC(=O)Nc2ncn(Cc3cccc(C)c3)n2)cc1	4%	0%
9	Cc1ccc(C)c(NC(=O)Cn2c(=O)n(CC(=O)NCCc3ccccc3)c(=O)c3ccccc32)c1	11%	6%[10.9 µM]
10	CCCn1cnc2c(c1=O)c1nc3ccccc3nc1n2CCC1=CCCCC1	-9%	6%
11	COc1ccc2nc(NC(=O)c3cc(=O)c4cc(C)c(C)cc4o3)sc2c1	-4%	7%[10.9 µM]
12	Cc1ccc(SCc2cc(=O)[nH]c(N3CCCCC3)n2)cc1	-14%	-15%

cpd	p53ts 32C tox	IkB signaling
1	0%	2.2%
2	-9%	?
3	5%	?
4	-16%	?
5	3%[9.22 µM]	-0.5%[11.4 µM]
6	-3%	-1.6%
7	-4%	-3.5%
8	0%	-2.0%
9	19%	0.7%
10	3%	0.5%
11	9%	-0.6%
12	-9%	1.9%

Later entries:
cpd	Structure	p53ts 39C tox	Peg3 imprint
13	COC(=O)C(CCSC)NC(=O)c1cc2c(n(-c3ccc(OC)cc3)c1=O)CC(C)(C)CC2=O (stereo not drawn)	15%	-6%[10.9 µM]
14	O=S(=O)(c1ccccc1)N1CCC2(CCCN(c3ccccn3)C2)CC1	-3%	.
15	CCOc1ccc(C(C)(C)C)cc1S(=O)(=O)N1CCOCC1	0%	-29%
16	FC(F)(F)c1cc(-c2ccccc2)nc(N2CCCCC2)n1	12%	-4%
17	CCCC(=O)Nc1nn(C)c2nc3c(C)cccc3cc12	10%	3%
18	COc1cccc(NC(=O)CSc2nc(=O)n(Cc3cccnc3)c3c2CCC3)c1	-16%	-6%[10.9 µM]
19	Cc1cccc(CNc2ncnc3ccc(-c4ccc5c(c4)OCO5)cc23)c1	2%	-23%
20	COc1ccc(-c2cc(C(F)(F)F)nc(SCCC(=O)Nc3ccc(F)cc3F)n2)cc1	-12%	-5%[10.9 µM]
21	Cc1cccc(C)c1NC(=O)Cn1c(=O)n(Cc2ccccc2)c(=O)c2c(C)c(C(=O)N(C)C)sc21	-14%	4%[10.9 µM]
22	COc1ccc2c(Sc3ccc(C)cc3)c(C(=O)NCCc3ccccc3)[nH]c2c1	-8%	-15%[10.9 µM]
23	CNc1cc(-c2ccccc2C)ncn1	-8%	?
24	O=C1COc2ccc(C(=O)COC(=O)CCc3ccc(S(=O)(=O)N4CCOCC4)cc3)cc2N1	-2%	-7%

cpd	p53ts 32C tox	IkB signaling
13	6%	-1.5%
14	-1%	2.1%[11.4 µM]
15	-6%	1.1%
16	7%	0.0%
17	2%	-0.4%
18	1%	?
19	3%	0.0%[11.4 µM]
20	-2%	1.6%
21	9%	-2.2%
22	3%	12%
23	-2%	1.6%[11.4 µM]
24	1%	0.5%

Following part.
cpd	Structure	p53ts 39C tox	Peg3 imprint
25	Cc1cccc(C)c1NC(=O)c1nc(S(C)(=O)=O)ncc1N(Cc1ccc(C(C)(C)C)cc1)Cc1ccco1	-10%	-7%[10.9 µM]
26	COc1ccccc1CNC(=O)c1ccc(CS(=O)c2ccccc2Cl)o1 (stereo not drawn)	-18%	-10%[10.9 µM]
27	CCOc1ccc(-c2nnc(SCC(=O)Nc3cccc(OC)c3)nc2-c2ccc(OCC)cc2)cc1	-10%	-7%[10.9 µM]
28	Cc1ccc(NS(=O)(=O)c2ccc3[nH]c4c(c3c2)CCCCCC4)cc1Cl	25µM*	-6%[10.9 µM]
29	Cc1nc(NCc2ccc3c(c2)OCO3)c2nnn(Cc3ccccc3)c2n1	-6%	.
30	O=C(CSc1nnnn1-c1ccccc1)Nc1ncc2c(n1)CC(c1ccco1)CC2=O (stereo not drawn)	-3%	.
31	O=C(Nc1ncccn1)C1CCCN1S(=O)(=O)c1ccc(Cl)c(Cl)c1 (stereo not drawn)	5%	-9%
32	CCOC(=O)c1cc(NC(=O)OC)c(C)nc1C	7%	8%
33	COc1cc2sc(C)nc2c2sccc12	-4%	-5%
34	O=C(Nc1ccc2nc(-c3ccco3)[nH]c2c1)c1cccs1	13µM*	-12%
35	COc1ccc(N2C(=O)NC3CC2(C)Oc2ccc(Br)cc23)cc1OC (stereo not drawn)	-12%	-4%
36	c1ccc(Oc2nc(NCc3ccco3)nc(NCc3ccco3)n2)cc1	0%	-4%

cpd	p53ts 32C tox	IkB signaling
25	4%	0.6%
26	-1%	-2.7%
27	7%	3.3%
28	1%	?
29	-13%	4.6%
30	-8%	.
31	2%	3.1%
32	-1%	0.1%
33	-5%	-4.6%
34	10µM*	8.9%
35	-11%	1.4%
36	-3%	-1.1%

Additional records follow:
cpd	Structure	p53ts 39C tox	Peg3 imprint
37	O=C(Cn1c2ncccc2c(=O)n1-c1ccccc1)NCc1ccccc1Cl	-19%	11%[10.9 µM]
38	CCn1c(CNC(=O)c2ccco2)nnc1SCC(=O)Nc1cc(C(F)(F)F)ccc1Cl	-2%	-7%
39	COc1cc(C(=O)Nc2nccs2)c(Br)c(OC)c1OC	-6%	3%
40	COc1ccc(S(=O)(=O)N2CCN(S(=O)(=O)c3ccc4c(c3)OCCO4)CC2)cc1C	0%	-14%
41	CCOC(=O)C1CCCN(c2c(C(=O)c3ccc(OCC)cc3)cnc3ccccc23)C1 (stereo not drawn)	?	-12%[10.9 µM]
42	COc1cc(OC)c(C2C(C#N)=C(N)OC3=C2C(=O)CC(C)C3)cc1OC (stereo not drawn)	-21%	-8%
43	Cc1cc2cc(CCNC(=O)CC(C)(C)C)c(=O)[nH]c2cc1C	4%	-6%
44	COCCn1c(C)cc(O)c(C(c2ccccc2Cl)N2CCCCC2)c1=O (stereo not drawn)	-2%	9%[10.9 µM]
45	O=C(NC12CCC(O)C(SC1)/C2=N/O)c1ccccc1 (stereo not drawn)	-6%	11%
46	COc1ccc(NC(=O)C2CC(c3ccc(OC)c(OC)c3)=NO2)cc1OC (stereo not drawn)	3%	4%
47	Cc1cc(N2CCN(c3nc4ccccc4s3)CC2)n2ncnc2n1	-7%	-23%
48	COCCCNc1oc(/C=C/c2cc(OC)c(OC)c(OC)c2)nc1C#N	-20%	-7%[10.9 µM]

cpd	p53ts 32C tox	IkB signaling
37	4%	0.0%
38	-2%	1.2%
39	12%	?
40	10%	0.7%
41	?	?
42	14%	0.4%
43	-10%	0.3%
44	-7%	?
45	0%	0.6%
46	13%	-1.1%
47	-1%	5.2%
48	0%	?

(next part)
cpd	Structure	p53ts 39C tox	Peg3 imprint
49	Cc1cccc2cc(CN(Cc3cccnc3)C(=O)c3ccncc3)c(=O)[nH]c12	-4%	0%
50	Cc1ccc(S(=O)(=O)n2nc(-c3ccccc3)nc2NCc2ccc(Cl)cc2)cc1	-3%	-2%[10.9 µM]
51	CC1(C)Cc2cccc(OCC(=O)N3CCN(S(=O)(=O)c4ccccc4F)CC3)c2O1	3%	-13%
52	CCOC(=O)c1ccc(Nc2c(-c3ccc(O)cc3)nc3nc[nH]n23)cc1	-22%	-7%[10.9 µM]
53	O=C(CN1CCN(c2nc(-c3ccc(Cl)cc3)cs2)CC1)NCc1ccco1	-22%	-12%
54	CC1CCN(CCc2nc3cc(NC(=O)Nc4ccccc4)ccc3n2C)CC1	0%	-9%
55	CCN(CC)CCCN1C(=O)C(O)=C(C(=O)c2ccco2)C1c1cc(OC)ccc1OC (stereo not drawn)	11%	-13%
56	CC(=O)c1c(C(C)=O)c(C)n(NC(=O)c2cccnc2)c1C	1%	-7%
57	O=S(=O)(NCC(c1ccccc1)N1CCc2ccccc21)c1ccc(Cl)cc1 (stereo not drawn)	25µM*	-10%[10.9 µM]
58	O=C1CCC(=O)N1c1ccc(CSc2nnnn2C2CCCCC2)cc1	-4%	-1%
59	COc1cc(C(=O)N(Cc2ccc(C(C)C)cc2)C2CCS(=O)(=O)C2)cc(OC)c1OC (stereo not drawn)	-8%	13%[10.9 µM]
60	COCCNC(=O)Cn1cnc2ccc(S(=O)(=O)N3CCC(C)CC3)cc2c1=O	-8%	-1%

cpd	p53ts 32C tox	IkB signaling
49	5%	-0.8%
50	2%	9.4%
51	8%	0.0%
52	2%	3.6%
53	-7%	?
54	-6%	-2.0%
55	-4%	1.3%
56	-7%	?
57	17%	1.5%
58	-10%	0.6%
59	9%	-4.0%
60	-3%	4.2%

The list continues.
cpd	Structure	p53ts 39C tox	Peg3 imprint
61	CC(=O)Nc1cccc(NC(=O)Cn2cnc3c2c(=O)n(C)c(=O)n3C)c1	13%	-14%[10.9 µM]
62	CCCCNC(=O)C1CCCN(c2nnc(C)c3c(C)n(-c4ccc(Cl)cc4)nc23)C1 (stereo not drawn)	-6%	18%[10.9 µM]
63	O=C(NCc1ccco1)C1OCCc2ccccc21 (stereo not drawn)	2%	-12%
64	Cc1ccc(C)n1-n1c(C)nc2scc(-c3cccs3)c2c1=O	25%	-17%

cpd	p53ts 32C tox	IkB signaling
61	7%	-0.8%
62	7%	?
63	3%	6.0%
64	21%	-2.6%

Structures above with an NH in an aromatic ring, in the order listed:
cpd	Structure	p53ts 39C tox	Peg3 imprint
6	COc1ccc2cc(CCNC(=O)C3CC3)c(=O)[nH]c2c1	-8%	-12%
12	Cc1ccc(SCc2cc(=O)[nH]c(N3CCCCC3)n2)cc1	-14%	-15%
22	COc1ccc2c(Sc3ccc(C)cc3)c(C(=O)NCCc3ccccc3)[nH]c2c1	-8%	-15%[10.9 µM]
28	Cc1ccc(NS(=O)(=O)c2ccc3[nH]c4c(c3c2)CCCCCC4)cc1Cl	25µM*	-6%[10.9 µM]
34	O=C(Nc1ccc2nc(-c3ccco3)[nH]c2c1)c1cccs1	13µM*	-12%
43	Cc1cc2cc(CCNC(=O)CC(C)(C)C)c(=O)[nH]c2cc1C	4%	-6%
49	Cc1cccc2cc(CN(Cc3cccnc3)C(=O)c3ccncc3)c(=O)[nH]c12	-4%	0%
52	CCOC(=O)c1ccc(Nc2c(-c3ccc(O)cc3)nc3nc[nH]n23)cc1	-22%	-7%[10.9 µM]

cpd	p53ts 32C tox	IkB signaling
6	-3%	-1.6%
12	-9%	1.9%
22	3%	12%
28	1%	?
34	10µM*	8.9%
43	-10%	0.3%
49	5%	-0.8%
52	2%	3.6%
